KCNQ2 block: KCNQ2 channel blockers in CHO-K1 cells – cell-based, FluxOR thallium flux, B-score, primary screen (AID 2156) | O88943 | 20 min; hits give low values | B-score at 10 µM | 1.1% of 310,000 active;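 active = fluorescence ratio B-score at most minus 3 library SDs, with starting brightness B-score within 2 library SDs, cut at about -5.5 in these data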
Kir21 block: Kir2.1 (mouse) channel inhibition; P35561; B-score at 10 µM; 0.85% of 310,000 active; HEK293-Kir2.1, FluxOR thallium flux fluorescence; hits give low values;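 active = fluorescence ratio B-score at or below minus 3 SD of library scores, with starting-brightness B-score within 2 SD, cut at about -4.2 in these data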;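 note: channel flux triggered by added potassium and thallium sulfate stimulus; B-score of peak minus minimum fluorescence over baseline after thallium stimulus; more negative B-score means stronger Kir2.1 block with less thallium influx; some compounds called inactive have numbers as strong as hits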
Target sequence (P35561 whole entry, looked up): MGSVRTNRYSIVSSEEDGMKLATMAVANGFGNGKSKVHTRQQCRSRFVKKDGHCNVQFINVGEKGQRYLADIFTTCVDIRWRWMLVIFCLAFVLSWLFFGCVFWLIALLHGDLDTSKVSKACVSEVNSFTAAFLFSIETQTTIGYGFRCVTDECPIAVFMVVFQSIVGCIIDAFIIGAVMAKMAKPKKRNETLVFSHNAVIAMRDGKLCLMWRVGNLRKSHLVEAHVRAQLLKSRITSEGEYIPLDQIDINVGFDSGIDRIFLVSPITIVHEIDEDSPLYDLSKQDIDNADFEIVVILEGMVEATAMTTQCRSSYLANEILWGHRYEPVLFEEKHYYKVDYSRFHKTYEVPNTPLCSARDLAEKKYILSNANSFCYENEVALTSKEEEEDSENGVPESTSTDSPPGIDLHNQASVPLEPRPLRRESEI
* = called active by the depositor; i = inactive.

#	Structure	Kir21 block	KCNQ2 block
1	Nc1[nH]c(=O)[nH]c(=O)c1N=Nc1ccc(C(=O)O)cc1	0.82	i
2	CN(C)CCCNC(=O)c1ccccn1	-0.1	i
3	Cc1ccc(-c2nc(CS(=O)(=O)CC(=O)NCCN3CCCC3)c(C)o2)cc1	-0.26	i
4	COCCn1c(SCC(=O)Nc2ccc(Cl)cn2)nnc1-c1ccncc1	0.78	i
5	Cc1ccc(NC(=O)Cn2ncn3c(cc4ccccc43)c2=O)c(C)c1	-0.03	i
6	CCOC(=O)Nc1ccc2c(c1)N(C(=O)N1CCN(C)CC1)c1ccccc1CC2	0.03	i
7	CCC(C)NC(=O)C1CCC(=O)N1Cc1ccc(C)cc1 (stereo not given)	-0.01	i
8	Cc1cc(/C=C2\SC(=O)NC2=O)c(C)n1-c1ccc(N2CCOCC2)cc1	0.72	i
9	Cc1c(Cl)c([N+](=O)[O-])nn1CC(=O)Nc1ccc2c(c1)OCO2	-0.43	i
10	CC(C)(SC(=S)N1CCOCC1)C(=O)O	1.5	i

The list goes on (2 carried over from the part before).
#	Structure	Kir21 block	KCNQ2 block
9	Cc1c(Cl)c([N+](=O)[O-])nn1CC(=O)Nc1ccc2c(c1)OCO2	-0.43	i
10	CC(C)(SC(=S)N1CCOCC1)C(=O)O	1.5	i
11	C=CCn1c(C)cc(C(=O)COC(=O)CNC(=O)c2ccccc2)c1C	0.25	i
12	COC(=O)CCCC(=O)N1CCC(CCC(=O)NC2CC2)CC1	0.24	i
13	O=C(N/N=C/c1ccc(Sc2nc3ccccc3s2)c([N+](=O)[O-])c1)c1ccccn1	0.51	i
14	O=[N+]([O-])c1ccccc1/C=C/CN1CCCCC1CO (stereo not given)	-0.75	i
15	O=C(Nc1cccc(Cl)c1)NC1CCS(=O)(=O)C1 (stereo not given)	0.04	i
16	N#Cc1ccc(-c2nc3ccccc3c(=O)n2O)cc1	-0.03	i
17	Cc1ccc(-c2nnn(CC(=O)N(Cc3cccs3)C(C(=O)NC(C)(C)C)c3ccc(C)o3)n2)o1 (stereo not given)	0.47	i
18	CCCCOC(=O)C1=C(C)Nc2ncnn2C1c1cc(OC)c(OC)cc1OC (stereo not given)	0	i
19	COc1ccccc1-c1c(C)oc2c(CN3CCCCC3C)c(O)ccc2c1=O (stereo not given)	1.6	i
20	Cc1ccc(-c2cc(C(=O)NCc3ccc4c(c3)OCO4)[nH]n2)c(O)c1C	-1.3	i

(list continues)
#	Structure	Kir21 block	KCNQ2 block
21	COC(=O)CCC(=O)Nc1ccc(C)cc1OC(=O)CCC(=O)OC	-0.19	i
22	COc1ccc(N(CC(=O)NCc2ccco2)S(=O)(=O)c2ccc(C)cc2)cc1	-1.1	i
23	O=C(c1ccncc1)N(Cc1ccco1)Cc1cc2ccccc2[nH]c1=O	-0.66	i
24	CCOC(=O)c1c(N2C(=O)Nc3ccccc3N2O)sc2c1CCCCC2	-0.01	i
25	O=[N+]([O-])c1ccccc1S(=O)(=O)Nc1nc2ccccc2s1	1.8	i
26	COc1cc(C=O)cc(OC)c1OS(=O)(=O)c1ccc(NC(C)=O)cc1	1	i
27	COc1ccc(NC(=O)c2c(Cl)cnn2C)c(C)c1	-1.8	i
28	CCc1ccc(CN(C)CC(=O)Nc2sccc2C#N)cc1	-6.7	i
29	COc1ccc(N(CC(=O)Nc2ccc(OC)cc2OC)S(=O)(=O)c2ccccc2)cc1	-1.1	i
30	COc1ccc(CCNC(=O)CSc2nc(C)nc3sccc23)cc1OC	-0.27	i

Entries shown so far that contain an aryl thioether with sulfur outside any ring:
#	Structure	Kir21 block	KCNQ2 block
4	COCCn1c(SCC(=O)Nc2ccc(Cl)cn2)nnc1-c1ccncc1	0.78	i
13	O=C(N/N=C/c1ccc(Sc2nc3ccccc3s2)c([N+](=O)[O-])c1)c1ccccn1	0.51	i
30	COc1ccc(CCNC(=O)CSc2nc(C)nc3sccc23)cc1OC	-0.27	i

The list goes on:
#	Structure	Kir21 block	KCNQ2 block
31	OC(c1ccccc1)c1nccn1Cc1ccccc1 (stereo not given)	-0.19	i
32	COC(=O)C[n+]1cccc2ccccc21	-5.5	i
33	COCCNC(=S)N(CCc1c(C)[nH]c2ccc(C)cc12)Cc1cccnc1	-0.06	i
34	CCC(=O)Nc1nc2ccc(NC(=O)c3cc(OC)c(OC)c(OC)c3)cc2s1	4.2	i
35	COc1ccc(S(=O)(=O)N2CCC(C(=O)NCCCc3ccccc3)CC2)cc1	-0.44	i
36	CCN(CC)C(C(=O)Nc1ccc(C(C)C)cc1)c1ccc2c(c1)OCO2 (stereo not given)	-2.1	i
37	CC(=O)c1ccc(NC(=S)NC(=O)/C=C/c2ccc(F)cc2)cc1	-1.1	i
38	CC(C)C[C@H](NC(=O)c1nc[nH]c1C(=O)NCC(=O)OCc1ccccc1)C(=O)OC(C)(C)C	-0.99	i
39	O=S1(=O)CC(O)C(NCCO)C1 (stereo not given)	0.01	i
40	c1ccc2c(Nc3nc(-c4ccncc4)nc4ccccc34)cccc2c1	-1.1	i

The last five compounds of the part above open the next one:
#	Structure	Kir21 block	KCNQ2 block
36	CCN(CC)C(C(=O)Nc1ccc(C(C)C)cc1)c1ccc2c(c1)OCO2 (stereo not given)	-2.1	i
37	CC(=O)c1ccc(NC(=S)NC(=O)/C=C/c2ccc(F)cc2)cc1	-1.1	i
38	CC(C)C[C@H](NC(=O)c1nc[nH]c1C(=O)NCC(=O)OCc1ccccc1)C(=O)OC(C)(C)C	-0.99	i
39	O=S1(=O)CC(O)C(NCCO)C1 (stereo not given)	0.01	i
40	c1ccc2c(Nc3nc(-c4ccncc4)nc4ccccc34)cccc2c1	-1.1	i
41	COc1ccc(CNC(=O)CSc2nc(C)cs2)cc1	2.3	i
42	CCOC(=O)c1cc(-c2ccccc2)nn1CC1CC(c2cccnc2)=NO1 (stereo not given)	1.2	i
43	CC1CCN(C(=O)C2CCN(S(=O)(=O)c3cc(Cl)ccc3Cl)CC2)CC1	-2.8	i
44	COc1ccc(C(=O)N(C)CCCC2CCCC2)cc1OC1CCN(C(C)=O)CC1	0	i
45	CC(=O)CC(=O)NC(=NC1CCCCC1)Nc1nc(C)cc(C)n1	-1.1	i
46	Cc1ccc(CCN2CC(C(=O)NCCCN3CCN(C)CC3)CC2=O)cc1 (stereo not given)	2.6	i
47	CCN(CC)S(=O)(=O)c1ccc2oc(C(=O)NCCN3CCOCC3)c(C)c2c1	1.5	i
48	Cc1csc(CNC(=O)CC2C(=O)NCCN2Cc2ccc(F)cc2Cl)n1 (stereo not given)	0.9	i
49	CCOC(=O)N1CCN(S(=O)(=O)c2ccc(OC)c(Br)c2)CC1	-0.14	i
50	N#Cc1c(N)nc(N)nc1Nc1ccc(Br)cc1	-1.7	i

Following part.
#	Structure	Kir21 block	KCNQ2 block
51	COc1ccc(C(=O)NC=C2C(=O)OC(C)(C)OC2=O)cc1	0.52	i
52	Cc1cccc2c(N=O)c(O)[nH]c12	-3.2	i
53	O=C(CNC(=O)c1cccs1)NCC(=O)OCc1cccc(Cl)c1	0.24	i
54	O=C(CSc1ncc(-c2ccc(F)cc2)[nH]1)N1CCCCC1	-0.92	i
55	Cc1ccc(S(=O)(=O)N2CCOCC2)cc1NC(=O)COC(=O)C1COc2ccccc2O1 (stereo not given)	-2.2	i
56	O=C(Nc1ccc2c(c1)OCO2)C1CCCN1C(=O)OCc1ccccc1 (stereo not given)	-1.7	i
57	CCOC(=O)c1ccc(S(=O)(=O)Nc2ccccc2-c2nnn(CC)n2)cc1	-0.34	i
58	COc1ccc(S(=O)(=O)Nc2ccccc2SC)cc1C	-6.7*	i
59	Cc1c(Cl)cccc1NC(=S)N(CCCN1CCOCC1)Cc1ccco1	-0.02	i
60	COc1cc(/C=C/C(=O)O)cc(S(=O)(=O)Nc2ccccc2SC)c1OC	0.01	i

Values in list order from above.
Kir21 block, compounds 51–58, in order: 0.52, -3.2, 0.24, -0.92, -2.2, -1.7, -0.34, -6.7*

(continued)
#	Structure	Kir21 block	KCNQ2 block
61	COc1ccc(S(=O)(=O)N2CCCC2)cc1C(=O)N1CCOCC1	-0.44	i
62	CC(C(=O)NC(C)(C)C)N(Cc1cccs1)C(=O)CCN1CCc2ccccc21 (stereo not given)	-0.06	i
63	Cc1ccc(N(Cc2cc3cccc(C)c3[nH]c2=O)S(=O)(=O)c2ccccc2)c(C)c1	0.34	i
64	CC(C)(C)c1ccc(CS(=O)(=O)CC(O)CN2CCCC2=O)cc1 (stereo not given)	-1.1	i
65	COc1cccc(OC)c1C(=O)Nc1ccc(CN2CCOCC2)cc1	-1.1	i
66	CCc1nnc(NC(=O)c2ccc(S(=O)(=O)N3CCCC(C)C3)cc2)s1 (stereo not given)	0.4	i
67	COc1ccc(C(CNC(=O)c2oc3cc(C)c(C)cc3c2C)N2CCCCC2)cc1 (stereo not given)	-0.59	i
68	COc1ccc(N(CC(=O)Nc2ccccc2C(F)(F)F)C2=NC3CS(=O)(=O)CC3S2)cc1 (stereo not given)	0.19	i
69	O=C1CC(N2CCN(c3cccc(C(F)(F)F)c3)CC2)C(=O)N1c1ccc(F)cc1 (stereo not given)	-0.74	i
70	CCCCOC(=O)CSc1nc(N)c(C#N)c(-c2ccc(OC)cc2)c1C#N	1.5	i

The list continues:
#	Structure	Kir21 block	KCNQ2 block
71	CC(=O)Nc1ccc(NC(=O)CSCc2ccccc2Cl)cc1	-0.25	i
72	COc1ccccc1Cn1c(=O)[nH]c2cccnc21	2.2	i
73	COc1ccc(Br)cc1S(=O)(=O)n1c([N+](=O)[O-])cnc1C	-2	i
74	CN1CCN(C(=O)CCNC(=O)Cn2ccc3ccccc3c2=O)CC1	0.78	i
75	CCOC(=O)C1CCN(C(=O)c2ccc(Oc3cc(Cl)cc(Cl)c3)o2)CC1	0.1	i
76	N#C/C(=C\c1ccccc1)C(=O)N(c1ccccn1)C1CCCCC1	-11*	i
77	O=c1c2c(nc3cc(-c4ccc(F)cc4)[nH]n13)CCCC2	-0.88	i
78	CC(=O)OCCCN1C(=O)c2cccc3cc(Br)cc(c23)C1=O	0.26	i
79	Cc1ccc(NC(=O)N2CCCN(C(=O)OC(C)(C)C)CC2)cc1Cl	-1.8	i
80	COc1cccc(C2(O)CC(C(F)(F)F)=NN2C(=O)c2ccccn2)c1 (stereo not given)	0.9	i

Later entries.
#	Structure	Kir21 block	KCNQ2 block
81	Cc1c(S(=O)(=O)Nc2ccc(Br)cc2)c(=O)n(C)c(=O)n1C	0.03	i
82	O=C(CN(C(=O)Cn1nnc(-c2ccc(F)cc2)n1)c1ccc(F)c(Cl)c1)NCC1CCCO1 (stereo not given)	0.39	i
83	CCSC1=NN2CCS(=O)(=O)N=C2S1	-0.35	i
84	Cc1ccsc1C1CC(=O)Nc2ccccc2S1 (stereo not given)	0.15	i
85	CCOP(=O)(/C(C#N)=C(/O)c1ccccc1)c1ccccc1 (stereo not given)	1.2	i
86	CN(CCc1cnn(C)c1)C(=O)C1CCC(=O)N(CC2CCCCC2)C1 (stereo not given)	1.1	i
87	C=CCNC(=S)Nc1ccc(OC(F)F)c(Cl)c1	-0.18	i
88	COc1ccc(CC(=O)O/N=C(\N)c2ccc(OC)cc2)cc1	-1.1	i
89	CCOC(=O)c1c(C)[nH]c(C(=O)N/N=C/c2cccc(OC)c2)c1C	-0.78	i
90	O=C(NC1CCCCC1)c1cc(-c2cccc(Cl)c2)on1	-1.2	i

Going on with the list.
#	Structure	Kir21 block	KCNQ2 block
91	CCN(CC)c1ccc(NC(=O)c2cccnc2)c(C)c1	0.11	i
92	C/C(=N\NC(=O)c1cccc(S(=O)(=O)N2CCOCC2)c1)c1ccco1	0.8	i
93	Cn1c(CCNC(=O)c2ccco2)nc2cc(NC(=O)C3CCCCC3)ccc21	-0.11	i
94	CNC(=O)Cc1csc2ccc(Cl)cc12	0.94	i
95	CC1(C)CC(=O)C=C(Nc2ccccc2N)C1	-0.37	i
96	O=C(O)c1cccnc1SCc1ccc([N+](=O)[O-])cc1	2.1	i
97	O=C(CN1CCN(CC(=O)Nc2ccccc2Cc2ccccc2)CC1)Nc1ccccc1Cl	-2.4	i
98	COC(=O)c1ccc(COc2ccc(CNCc3ccc(Cl)cc3)cc2)cc1	0.67	i
99	Cc1ccc(N2C(=O)N(CC(=O)Nc3ccc(C)cc3[N+](=O)[O-])C(=O)C2C)cc1 (stereo not given)	-0.98	i
100	O=C(NCc1ccccc1Cl)C1CCN(S(=O)(=O)c2cccs2)CC1	1.2	i

Next compounds follow.
#	Structure	Kir21 block	KCNQ2 block
101	COc1ccc(OCC(Cn2cnc3ccccc32)OC(C)=O)cc1 (stereo not given)	0.96	i
102	Cc1ccc(C2C(C(=O)c3cccs3)=C(O)C(=O)N2c2nnc(C)s2)cc1 (stereo not given)	-4.3	i
103	COc1ccccc1CNC(=O)C(=O)NCCC1CCCCN1S(=O)(=O)c1ccccc1 (stereo not given)	0.75	i
104	Cc1ccc(C(=O)Nc2ccc3c(c2)C(=O)NC3=O)cc1	1.5	i
105	COC(=O)c1ccc(NC(=S)Nc2cccc(C)n2)cc1	0.78	i
106	CC1OC(O[C@H]2CC[C@]3(C)C4C=C[C@]56OC[C@@]7(CC[C@@H](C)[C@H](C)C75)[C@H](O)C[C@@]6(C)[C@]4(C)CC[C@H]3C2(C)C)C(OC2OC(CO)C(O)C(O)C2OC2OCC(O)C(O)C2O)C(O)C1O (stereo not given in full)	-11	i
107	Nc1ccccc1C(=O)NCc1ccco1	-0.82	i
108	Cc1c(NC(=O)CN2C(=O)C3C4C=CC(C4)C3C2=O)c(=O)n(-c2ccccc2)n1C (stereo not given)	-0.84	i
109	Cn1cnnc1SCC(=O)NC1CCCN(Cc2ccccc2F)C1 (stereo not given)	0.94	i
110	CN=C(Nc1ccc2c(c1)OCO2)SC1CC(=O)N(c2ccccc2)C1=O (stereo not given)	-0.46	i
111	COc1ccc(N(CC(=O)Nc2ccccc2C(=O)N2CCCC2)S(=O)(=O)c2ccccc2)cc1	0.02	i
